Source: PubChem
PhoP inhibition – PhoP-dependent GFP reporter repression – Salmonella Typhimurium, primary screen (AID 1863); S. Typhimurium PhoP-regulated promoter GFP reporter, 4 h; higher % means a stronger effect; 300,000 compounds, 0.16% hits; one-dose inhibition, % at 50 µM; IC50 in µM for titrated hits;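 active means inhibition over 29.93%, a cutoff 3 SD above the screen mean, later confirmed by dose response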;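 further: 0% = low Mg2+ inducing control and 100% = high Mg2+ repressing control; strong numbers were not always called active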
GPR55 beta-arrestin – GPR55 agonists via beta-arrestin recruitment, primary screen, imaging, U2OS cells, beta-arrestin-GFP redistribution (AID 1961) | U2OS GPR55 beta-arrestin-GFP redistribution imaging; higher % means a stronger effect | activation, % at 10 µM, or EC50 in µM where a hit was titrated | 290,000 compounds, 0.048% hits;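 active means activation above 40% with more than 50 cells counted in the well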;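 further: U2OS osteosarcoma cells stably expressing GPR55 and beta-arrestin-GFP; plate controls were DMSO negative control for no effect and LPI positive control for full effect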
West Nile antiviral – inhibition of WNV-induced cytopathic effect – cell-based, CPE readout (AID 1621); West Nile virus-infected cells, CPE inhibition; higher % means a stronger effect; CPE inhibition, % at 10 µM, or IC50 in µM where a hit was titrated; 290,000 compounds, 0.02% hits; in the data active means a potency from the dose series; further: strong numbers were not always called active
KOR beta-arrestin-1 – kappa opioid receptor blockers – cell-based, luminescence, uHTS (AID 1778); 290,000 compounds, 0.091% hits; KOR beta-arrestin recruitment, luminescence, antagonist mode; higher % means a stronger effect; inhibition, % at 10 µM, or IC50 in µM where a hit was titrated; in the data active means inhibition above about 50%; further: strong numbers were not always called active
T cell modulator – modulates CD8 T cell binding to vesicles | calls only at 7 µM | 330,000 compounds, 0.068% hits | AID 2052 | 2C CD8+ T cell-vesicle binding, flow cytometry; hits give low values;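 active means response, share of CD8 T cells binding vesicles, and their 90th percentile fluorescence all below set limits, cut at about 80% in these data, passing the limit was not always enough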
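Material: murine 2C transgenic CD8+ T lymphocytes / Also added: QL9-peptide-loaded Drosophila micro-vesicles bearing Ld, ICAM-1 and B7-1 / Schedule: binding step 1.5 h, 37 °C, antibody labelling 20 min, ice / Signal: flow cytometry, PE anti-B7-1 (FL2) versus Alexa647 anti-CD8 (FL8), PFA-fixed / Evaluation: percent CD8+ FL2 mean versus row control / Benchmarks: naked versus QL9-loaded vesicles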
KOR beta-arrestin-2 – KOR agonists, beta-arrestin recruitment, primary screen, cell-based, luminescence, uHTS (AID 1777). one-dose activation, % at 10 µM; EC50 in µM for titrated hits. 280,000 compounds, 0.02% hits. KOR beta-arrestin recruitment, luminescence; higher % means a stronger effect; in the data active means activation above about 50%, passing the limit was not always enough; further: a part of the inactive calls stands beside numbers as strong as those of hits
GPR55 antagonists – GPR55 antagonists blocking LPI-driven arrestin recruitment, primary screen, imaging, U2OS, beta-arrestin-GFP, LPI agonist (AID 2013) | U2OS GPR55 beta-arrestin-GFP translocation imaging, LPI antagonism; higher % means a stronger effect | one-dose inhibition, % at 10 µM; IC50 in µM for titrated hits | 290,000 compounds, 0.13% hits;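 active means spots per cell inhibited over 60%, with over 100 cells counted and total cytoplasm intensity under 500,000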;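 further: U2OS cells stably carrying GPR55 and arrestin-GFP stimulated by 5 µM LPI near EC80; imaged beta-arrestin-GFP aggregate spots per cell after agonist stimulation; plate controls were LPI-stimulated DMSO wells for no effect and DMSO wells without LPI for full effect; some results filed as inactive read as strong as hits; confirmed hits need IC50 under 10 µM and bright autofluorescent wells are also inconclusive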
NTR1 agonist – NTR1-driven beta-arrestin-GFP spot formation – imaging, U2OS cells, high content, primary screen (AID 493036); agonist mode; activation, % at 20 µM; 330,000 compounds, 0.17% hits;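 active means activation at or above 40% of the spot to cytoplasm intensity ratio, with at least 20 cells analyzed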;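 further: 0% = DMSO without peptide and 100% = 100 nM NTR1 peptide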
Target sequence (P30989 whole entry, looked up): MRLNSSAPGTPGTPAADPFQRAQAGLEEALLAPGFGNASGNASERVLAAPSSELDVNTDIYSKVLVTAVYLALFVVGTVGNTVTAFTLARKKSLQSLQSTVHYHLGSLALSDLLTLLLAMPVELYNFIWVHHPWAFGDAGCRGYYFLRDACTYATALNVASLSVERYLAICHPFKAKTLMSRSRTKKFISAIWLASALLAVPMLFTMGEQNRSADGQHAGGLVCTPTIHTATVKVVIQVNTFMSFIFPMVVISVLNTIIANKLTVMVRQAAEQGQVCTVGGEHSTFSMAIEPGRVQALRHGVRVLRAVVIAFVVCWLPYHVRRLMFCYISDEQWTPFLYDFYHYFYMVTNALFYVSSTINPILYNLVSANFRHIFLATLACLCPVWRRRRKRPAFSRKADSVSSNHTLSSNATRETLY
GPR35 antagonists – GPR35 antagonists blocking zaprinast-driven arrestin recruitment, primary screen, imaging, U2OS, beta-arrestin-GFP, zaprinast agonist (AID 2058); inhibition, % at 10 µM; hits with a dose series show IC50 in µM; U2OS GPR35 beta-arrestin-GFP translocation imaging, zaprinast antagonism; higher % means a stronger effect; 290,000 compounds, 0.052% hits;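 active means inhibition of at least 50% with at least 30 cells and total cytoplasm GFP at most 10,000,000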
T cell modulator vesicle-bound % – further read-out of T cell modulator, marked with its call; double positive events, %; measured here: CD8+ vesicle-bound cell fraction;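 binding gate set so that unloaded-vesicle control wells show 10% double positive cells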
NTR1 agonist cell count 20 µM – recorded beside NTR1 agonist, whose call it bears; cell count; measured here: cell count, cytotoxicity flag
* = called active by the depositor; i = inactive; · = not tested or not shown; & = joins results of further samples; [ ] = another dose, or the depositor's remark. Compounds were not picked by outcome. About 0.62% of those tested had a hit in this group.

Molecule	PhoP inhibition	GPR55 beta-arrestin	West Nile antiviral	KOR beta-arrestin-1	T cell modulator	T cell modulator vesicle-bound %	KOR beta-arrestin-2	GPR55 antagonists	NTR1 agonist	NTR1 agonist cell count 20 µM	GPR35 antagonists
CN(C)S(=O)(=O)n1cc(/C=C(\NC(=O)c2ccccc2)C(=O)NCCCN2CCOCC2)c2ccccc21	-3%	-0.1%	0.3%	-35%	i	15	2.2%	-11%	0.0	50	-8%
COc1ccccc1-n1c(CNC(=O)c2ccco2)n[nH]c1=S	-3%	-0.1%	-0.3%	7%	i	5	-3.1%	19%	-1.2	33	-20%
COc1ccccc1C(=O)Nc1ccc(-c2nnn(CC(=O)NCc3ccco3)n2)cc1	-1%	-1.9%	-0.2%	16%	i	31	-1.6%	1%	0.3	48	0%
COc1ccccc1NC(=O)CC(=O)CSc1nnc(-c2ccc(C)cc2)n1C	-1%	0.4%	0.9%	-12%	i	14	-6.2%	7%	0.7	78	9%
COc1ccc(NS(=O)(=O)c2csc(C(N)=O)c2)cc1OC	5%	-0.1%	-0.2%	6%	i	47	-7.7%	-8%	-0.3	84	16%
O=C1C2CC=CCC2C(=O)N1c1ccc(Cc2ccncc2)cc1 (centres undefined)	-5%	-0.5%	-0.3%	-54%	i	19	-2.8%	-2%	0.1	39	-3%
O=C1CC(c2cc3c(cc2Br)OCO3)C2=C(CCCC2=O)N1 (centres undefined)	5%	-0.1%	·	6%	i	45	-0.9%	-14%	0.1	52	14%
CCN(CCO)c1ccc(N=Nc2cc(C)[nH]n2)cc1	-6%	-0.1%	0.0%	24%	i	27	7.0%	6%	0.8	33	15%
CC(=O)c1sc(-c2ccccc2)cc1NS(=O)(=O)c1ccccc1	-10%	-0.3%	0.0%	22%	i	35	2.4%	3%	-1.0	61	-4%
CCc1ccccc1NC(=O)CN1CCN(CC(=O)Nc2ccc(-c3ccccc3)cc2)CC1	10%	-0.1%	-1.0%	3%	i	51	-3.6%	-2%	0.3	51	12%
CCC(=O)N1CC23C=CC(CC2CC12CCCCC2)O3 (centres undefined)	5%	0.1%	0.3%	41%	i	51	5.1%	7%	0.2	94	6%
COc1ccc(N2CCN(Cc3nc4scc(-c5ccccc5)c4c(=O)[nH]3)CC2)cc1	-18%	0.2%	-1.2%	10%	i	63	-2.2%	4%	1.5	85	-1%
CCc1ccc(C(=O)CN2CCSC2=N)cc1	8%	-0.2%	-0.8%	12%	i	54	-2.8%	6%	0.2	74	15%
Cc1occc1C(=O)N/N=C/c1sc(N2CCOCC2)nc1-c1ccccc1	-11%	0.5%	0.1%	38%	i	39	-1.8%	2%	0.7	33	-6%
CC(C)CNC(=O)C1Nc2ccccc2C2C=CCC12 (centres undefined)	-4%	·	-0.4%	·	i	28	·	·	5.9	67	·
O=S(=O)(NCc1cccc(C(F)(F)F)c1)NCc1ccccc1F	2%	-0.5%	·	0%	i	61	0.6%	-1%	-1.0	85	2%
CC(C)(C)Nc1scc(-c2ccccc2)[n+]1-c1ccccc1	6%	-0.3%	0.1%	4%	i	55	-4.0%	-5%	0.1	41	17%
Cc1ccc(N(CC(=O)NC2CCCCC2)C(=O)c2ccc(C)s2)cc1	0%	-0.3%	-0.7%	2%	i	11	1.5%	-3%	-0.2	47	-1%
Cc1ccc(F)cc1NC(=O)C1CC(=O)N(CCc2ccccc2)C1 (centres undefined)	3%	-0.4%	-0.1%	-28%	i	12	1.7%	-18%	1.6	45	-12%
CC(C)CC(=O)N1CCN(C(=O)c2cccc(F)c2)CC1	-1%	-0.1%	0.3%	0%	i	56	-1.0%	2%	-0.7	47	-7%
COc1ccc(NC(=O)C2(S(=O)(=O)c3ccc(C)cc3)CC2)cc1	-4%	·	-0.6%	8%	i	20	-1.7%	9%	0.7	38	16%
COc1ccccc1C(=O)Nc1ccccc1C(=O)NCc1ccco1	-5%	-0.1%	0.0%	-2%	i	69	0.1%	14%	-0.3	60	12%
CC1(C)CC(NC(=O)c2ccccn2)CC(C)(C)N1O	8%	0.1%	0.6%	3%	i	60	1.5%	14%	-0.6	80	-7%
COC(=O)c1cnc(Oc2c(Cl)cc(N)cc2Cl)cc1C(F)(F)F	·	0.1%	0.1%	-9%	i	21	5.0%	11%	9.8	51	-15%
O=C1CS/C(=C\S(=O)(=O)c2ccc(Cl)cc2)N1	3%	0.4%	0.5%	1%	i	64	-2.4%	-5%	-0.2	61	8%
CCOC(=O)C1=C(CN2CCN(C(=O)c3ccco3)CC2)NC(=O)NC1c1ccccc1 (centres undefined)	-6%	-0.2%	0.2%	9%	i	19	4.5%	-3%	0.7	49	7%
O=C(CCN1C(=O)c2ccccc2C1=O)NC(=S)Nc1ccccc1Cl	14%	0.2%	-0.4%	23%	i	59	7.2%	-3%	4.2	74	-3%
Cc1cc(S(=O)(=O)N2CCN=C2c2ccccc2)c(Cl)cc1Cl	7%	0.1%	-0.4%	-3%	i	50	-1.7%	3%	-2.3	64	-2%
CC(CCc1ccccc1)NC(=O)Cn1cccc1C(=O)c1ccccc1 (centres undefined)	-7%	0.3%	-0.7%	-39%	i	14	-3.3%	7%	0.3	72	17%
CNC(=O)CC1C(=O)N(c2ccc(OC)cc2)C(=S)N1NC(=O)c1cccc(F)c1 (centres undefined)	-2%	-0.2%	0.3%	17%	i	21	-2.3%	8%	0.4	49	-1%
CC1(c2ccc3ccccc3c2)NC(=O)N(CC(N)=O)C1=O (centres undefined)	0%	-0.1%	·	26%	i	32	-7.6%	-1%	-0.4	84	4%
Cc1nc(N2CCOCC2)c2c(C)c(C(=O)Nc3ccc(F)cc3Cl)sc2n1	-4%	0.4%	-0.2%	-46%	i	22	6.0%	-3%	3.7	57	2%
CC(C)N(CC#CCC(O)(c1ccccc1)c1ccccc1)CCO	·	-0.1%	-0.9%	-4%[20 µM]	·	·	·	10%	-2.0	88	3%
O=C(/C=C/c1c(F)cccc1Cl)Nc1ccc(S(=O)(=O)Nc2ncccn2)cc1	5%	-0.1%	-0.1%	-5%	i	67	4.8%	-11%	0.5	70	4%
COc1ccc(C(=O)NC(=O)Nc2cc(C)ccn2)cc1	-9%	-0.2%	1.8%	22%	i	10	0.0%	26%	1.5	46	5%
CC(C)n1c(-c2ccncc2)n[nH]c1=S	5%	0.2%	0.9%	-50%[20 µM]	i	43	0.0%	0%	-0.3	32	9%

Reprinted from the part before: five compounds, then new ones.
Molecule	PhoP inhibition	GPR55 beta-arrestin	West Nile antiviral	KOR beta-arrestin-1	T cell modulator	T cell modulator vesicle-bound %	KOR beta-arrestin-2	GPR55 antagonists	NTR1 agonist	NTR1 agonist cell count 20 µM	GPR35 antagonists
Cc1nc(N2CCOCC2)c2c(C)c(C(=O)Nc3ccc(F)cc3Cl)sc2n1	-4%	0.4%	-0.2%	-46%	i	22	6.0%	-3%	3.7	57	2%
CC(C)N(CC#CCC(O)(c1ccccc1)c1ccccc1)CCO	·	-0.1%	-0.9%	-4%[20 µM]	·	·	·	10%	-2.0	88	3%
O=C(/C=C/c1c(F)cccc1Cl)Nc1ccc(S(=O)(=O)Nc2ncccn2)cc1	5%	-0.1%	-0.1%	-5%	i	67	4.8%	-11%	0.5	70	4%
COc1ccc(C(=O)NC(=O)Nc2cc(C)ccn2)cc1	-9%	-0.2%	1.8%	22%	i	10	0.0%	26%	1.5	46	5%
CC(C)n1c(-c2ccncc2)n[nH]c1=S	5%	0.2%	0.9%	-50%[20 µM]	i	43	0.0%	0%	-0.3	32	9%
O=C(NC1=NCCS1)c1ccc([N+](=O)[O-])cc1Cl	8%	-0.5%	-0.5%	-12%	i	46	-0.7%	2%	0.1	25	-8%
COc1cc(NC(=O)c2cc(-c3cccnc3)nc3ccc(Br)cc23)cc(OC)c1	-7%	-0.1%	-0.6%	-120%[20 µM]	i	47	-1.3%	19%	5.9	67	-12%
O=C1COc2cccnc2N1	4%&-8%	0.2%&-0.1%	0.4%&0.1%	21%&22%	i	47	-1.6%&0.9%	23%&8%	0.4	94	-11%&19%
CC(=O)Nc1nc(NCc2ccccc2Cl)n(-c2ccccc2)n1	-2%	-0.1%	-0.4%	35%	i	23	-1.4%	4%	-1.4	77	9%
O=C(c1ccco1)N1N=C(c2cccs2)CC1c1cc([N+](=O)[O-])ccc1O (centres undefined)	-7%	-0.1%	-0.1%	-22%	i	22	3.5%	19%	1.8	65	0%
CC1Cc2ccccc2N1C(=O)CSc1nnc(-c2ccc(S(=O)(=O)N3CCCCC3)cc2)o1 (centres undefined)	·	-0.1%	·	15%	·	·	3.7%	1%	·	·	10%
Cn1c(=O)n(C)c2cc(NC(=O)COc3ccc(Cl)cc3)ccc21	5%	-0.3%	-0.8%	-24%	i	51	3.4%	6%	-1.4	65	19%
Cc1ccc(S(=O)(=O)c2nc(NCc3ccc4c(c3)OCO4)sc2Cl)cc1	-2%	-0.3%	-0.8%	-6%	i	23	0.0%	23%	4.5	78	15%
